M. tuberculosis: growth inhibition of non-replicating M. tuberculosis (AID 488890); Mycobacterium tuberculosis non-replicating, growth inhibition; higher % means a stronger effect; inhibition, % at 25 µM, or IC50 in µM where a hit was titrated; 320,000 tested, 0.39% active; in the data active means a potency from the dose series;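 further: plate controls were DMSO cells for no effect and high antibiotic wells for full effect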
PhoP GFP inhibition: Inhibition of PhoP regulon, Salmonella typhi GFP reporter cells, confirmation, 4 h (AID 1850); inhibition, % at 50 µM; hits with a dose series show IC50 in µM; Salmonella Typhi PhoP-promoter GFP reporter, fluorescence, 4 h; higher % means a stronger effect; 310,000 tested, 0.33% active; in the data active means a potency from the dose series;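 further: 0% = induced wells with vehicle and 100% = uninduced wells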
H1N1 NS1A inhibition: NS1A inhibition, H1N1 influenza, cell based functional assay (AID 504329). NS1A functional cell-based assay, percent inhibition; higher % means a stronger effect. inhibition, % at 12.5 µM; hits with a dose series show IC50 in µM. 340,000 tested, 0.3% active; in the data active means a potency from the dose series; further: strong numbers were not always called active
H37Rv inhibition: M. tuberculosis growth inhibition, HTS (AID 449762); M. tuberculosis H37Rv growth inhibition, 7H9 media; higher % means a stronger effect; inhibition, % at 25 µM, or IC50 in µM where a hit was titrated; 330,000 tested, 0.59% active; in the data active means a potency from the dose series;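 further: bacterial growth assessed after seven days of incubation; strong numbers were not always called active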
VEEV TC-83 Vero: inhibitors of VEEV TC-83 cytopathic effect, confirmation, Vero cells (AID 588727) | Vero cells, VEEV TC-83 cytopathic effect inhibition; higher % means a stronger effect | one-dose inhibition, % at 20 µM; IC50 in µM for titrated hits | 350,000 tested, 0.13% active; in the data active means a potency from the dose series; further: strong numbers were not always called active
VEEV TC-83 Vero 10K pilot screen: also measured in VEEV TC-83 Vero; calls as there; inhibition, %; measured here: 10K pilot screen inhibition
Numbers without * were called inactive; i = inactive; nt = no result given.

SMILES	M. tuberculosis	PhoP GFP inhibition	H1N1 NS1A inhibition	H37Rv inhibition	VEEV TC-83 Vero	others
Cc1cc(C)n(Cc2nc3ccccc3n2C)n1	-3%	2%	-1%	-3%	i
CCCCN1C(=S)NC[C@@H]1c1ccccc1	14%	-5%	11%	0%	1.6%
COc1ccc(COC(=O)N/C=C/c2ccco2)cc1	0%	-3%	-5%	6%	1.3%
CCCn1c(N)c(C(=O)CSc2nnc(-c3ccoc3C)n2C)c(=O)n(C)c1=O	-7%	nt	-5%	2%	1.1%
COc1ccc(NC(=O)C/C(C)=N/NC(=O)C(=O)NC(C)C)c(OC)c1	1%	3%	4%	6%	0.8%
CCc1ccc(N2CC(C(=O)Nc3ccc(S(=O)(=O)NCC4CCCO4)cc3)CC2=O)cc1 (stereo not given)	nt	-10%	6%	3%	2.9%
CCOC(=O)Cn1nnc(-c2ccccc2)n1	48%	-4%	6%	-10%	1.2%
COC(=O)N1C(=O)[C@@](CC(C)C)(c2ccccc2)N1C(=O)OC	48%	-8%	nt	56%	nt
CCOC(=O)C1=C(C)N=c2s/c(=C/c3ccc(OCC(=O)O)c(OC)c3)c(=O)n2C1c1ccc(Cl)cc1 (stereo not given)	64%	-28%	10%	4%	2.3%
COc1cc(C(=O)NCCOc2ccc(F)cc2)c(Br)c(OC)c1OC	12%	4%	8%	0%	0.3%
Cc1cc2ccccc2c(=O)n1CC(=O)NC1CCCCCC1	-9%	5%	2%	-2%	0.9%
CC1=CC(C)(C)N(S(=O)(=O)c2ccc(C)cc2)c2ccc(C)cc21	27%	-10%	-5%	-5%	i
Cc1ccc(S(=O)(=O)Nc2cccc(NC(=O)CN3CCCCC3)c2)cc1	0%	1%	7%	0%	0.7%
COc1ccc(S(=O)(=O)N2CCN(C(=S)NCCc3ccccc3)CC2)cc1	17%	1%	-7%	11%	4.0%
COC(=O)c1noc(-c2ccc(OC)cc2)n1	50%	-16%	-5%	11%	0.4%
N#Cc1ccc(C(=O)N2CCN(c3ncccn3)CC2)cc1	-5%	0%	3%	-3%	0.4%
O=C(NC1CCSc2ccccc21)c1cc([N+](=O)[O-])ccc1N1CCOCC1 (stereo not given)	4%	6%	-1%	-4%	7.3%
CCN(CC(=O)NC1CCS(=O)(=O)C1)S(=O)(=O)c1cccc(C(C)=O)c1 (stereo not given)	-7%	-3%	-8%	7%	0.3%
C=CCn1c(/N=C/c2ccc(N(C)C)cc2)nc2ccccc21	16%	-1%	29%	-1%	i
O=C(O)c1cccc(NC(=O)C2C3C=CC(C3)C2C(=O)O)c1 (stereo not given)	0%	0%	-4%	-1%	0.8%
Cc1nc(CS(=O)(=O)c2ccccc2)cc(Sc2ccc(Cl)cc2)n1	22%	1%	-9%	4%	5.0%
Cc1cccc(NC(=O)CN(CCc2ccccc2)S(C)(=O)=O)c1	24%	-3%	21%	1%	0.2%
O=C(NCc1ccccn1)C1C2C=CC(C2)C1C(=O)Nc1ccc(F)cc1 (stereo not given)	-3%	19%	-2%	-3%	0.3%
O=C(Nc1ccccc1Cl)c1ccc2nccnc2c1	1%	9%	5%	0%	i
CC(C)=CCOc1ccc2ccc(=O)oc2c1	21%	-8%	-2%	-21%	1.0%
O=C(NCc1ccc(Cl)cc1)c1cc(-c2ccco2)on1	-7%	-8%	6%	-12%	2.5%
CC1(C)CC(C(CC(=O)Nc2nccs2)c2ccccc2)CCO1 (stereo not given)	5%	-6%	-3%	3%	7.5%
Cc1ccccc1OCc1nc2ccccc2[nH]1	2%	-1%	-1%	2%	1.6%	VEEV TC-83 Vero 10K pilot screen=0.3
CC(C(=O)N1CCCCC1)N1CCN(S(=O)(=O)c2ccc(Cl)cc2)CC1 (stereo not given)	17%	nt	-2%	-5%	0.3%
CCOC(=O)C1=C(C)N=c2s/c(=C3\C(=O)Nc4ccccc43)c(=O)n2C1c1ccc2c(c1)OCO2 (stereo not given)	16%	0%	-6%	13%	i
COC(=O)C1=C(C)N(C2CCCCC2)C(=O)C1	18%	-1%	5%	1%	5.5%
O=C(CCCOc1ccc(Cl)cc1)Nc1nncs1	79%	-8%	1%	5%	3.3%
CN1C2CCC1/C(=C\c1ccccc1F)C(=O)/C2=C/c1ccccc1F	8%	-16%	17%	5%	1.7%
CCNC(=S)N1CCN(Cc2ccccc2)CC1	13%	4%	5%	-2%	i	VEEV TC-83 Vero 10K pilot screen=0.4
CCOC(=O)Cc1c(C)[nH]c(=S)[nH]c1=O	-9%	0%	-8%	0%	1.0%
CS(=O)(=O)N1CCC(C(=O)Nc2ccc(Oc3ccccc3)cc2)CC1	14%	-1%	-11%	-2%	1.0%
CC1CCN(S(=O)(=O)N2CCC(C(=O)NCc3cccnc3)CC2)CC1	0%	9%	-8%	-9%	i
Cc1nnc(SCC(=O)NCc2ccccc2Cl)n(N)c1=O	-10%	1%	-4%	-4%	0.6%
O=C(COc1ccccc1Cl)Nc1ccc(S(=O)(=O)Nc2ccccn2)cc1	-10%	3%	7%	3%	1.1%
CCCOc1ccc(N2C(=O)CC(NCCc3ccc(S(N)(=O)=O)cc3)C2=O)cc1 (stereo not given)	8%	-2%	-5%	-20%	i

2 records drawn at random from those above:
SMILES	M. tuberculosis	PhoP GFP inhibition	H1N1 NS1A inhibition	H37Rv inhibition	VEEV TC-83 Vero	others
CS(=O)(=O)N1CCC(C(=O)Nc2ccc(Oc3ccccc3)cc2)CC1	14%	-1%	-11%	-2%	1.0%
Cc1nnc(SCC(=O)NCc2ccccc2Cl)n(N)c1=O	-10%	1%	-4%	-4%	0.6%

The listing picks up with the seven entries that preceded the break.
SMILES	M. tuberculosis	PhoP GFP inhibition	H1N1 NS1A inhibition	H37Rv inhibition	VEEV TC-83 Vero	others
CCNC(=S)N1CCN(Cc2ccccc2)CC1	13%	4%	5%	-2%	i	VEEV TC-83 Vero 10K pilot screen=0.4
CCOC(=O)Cc1c(C)[nH]c(=S)[nH]c1=O	-9%	0%	-8%	0%	1.0%
CS(=O)(=O)N1CCC(C(=O)Nc2ccc(Oc3ccccc3)cc2)CC1	14%	-1%	-11%	-2%	1.0%
CC1CCN(S(=O)(=O)N2CCC(C(=O)NCc3cccnc3)CC2)CC1	0%	9%	-8%	-9%	i
Cc1nnc(SCC(=O)NCc2ccccc2Cl)n(N)c1=O	-10%	1%	-4%	-4%	0.6%
O=C(COc1ccccc1Cl)Nc1ccc(S(=O)(=O)Nc2ccccn2)cc1	-10%	3%	7%	3%	1.1%
CCCOc1ccc(N2C(=O)CC(NCCc3ccc(S(N)(=O)=O)cc3)C2=O)cc1 (stereo not given)	8%	-2%	-5%	-20%	i
COc1ccc(Cl)cc1NC(=O)C1CCCN(S(C)(=O)=O)C1 (stereo not given)	-7%	-10%	20%	2%	i
CNC(=O)NC(=O)COC(=O)c1ccc(-n2c(C)ccc2C)cc1	41%	2%	-3%	-19%	i
Cc1cccc(NC(=O)CSc2cccc3cccnc23)c1	18%	-3%	5%	-1%	1.1%
COc1ccc(S(=O)(=O)Nc2nc3ccccc3s2)cc1	3%	-6%	1%	-5%	5.6%
COc1cc2c(cc1OC)C1=C(C#N)CN(C3CCCCC3)CN1CC2	34%	-1%	6%	-6%	8.8%
COc1ccc(C(=O)N2CCN(Cc3nc(CC4CC4)no3)CC2)cc1	-8%	3%	5%	-8%	1.2%
COc1ccc(C)cc1S(=O)(=O)N(CC(=O)Nc1ccc2c(c1)OCCO2)Cc1ccccc1	14%	-8%	1%	-8%	i
Cc1ccc(C(=O)N2CCCCCC2)cc1S(=O)(=O)Nc1ccccc1	-3%	-5%	-8%	-5%	0.2%
Cc1ccc(CNC(=O)C2CCC(CNc3nc(=S)[nH]c4ccccc34)CC2)cc1 (stereo not given)	-11%	10%	0%	53%	1.6%
CCOC(=O)Cn1c(=NC(=O)C(C)C)sc2c(C)cc(C)cc21	-6%	-12%	-6%	-6%	i
Nc1c(Br)c(=O)[nH]c(=O)n1-c1ccc(F)cc1	-2%	-2%	-9%	-4%	1.1%
COc1ccc(CNC(=O)COc2cc3c(c4oc(=O)cc(C)c24)CCC(C)(C)O3)cc1	2%	13%	-5%	-13%	5.9%
CC(C)c1ccc(C(=O)Nc2nnc(S(=O)(=O)N3CCCCC3)s2)cc1	12%	11%	-3%	4%	2.5%
CCCN1CCN(CCCNC(=O)CCn2nc(-c3ccccc3)ccc2=O)CC1	5%	-4%	-6%	7%	0.6%
O=C(Nc1ccc(S(=O)(=O)N2CCCCC2)cc1)C1CCN(C(=O)c2ccco2)CC1	6%	-4%	-5%	-1%	2.3%
CC(=O)c1sc(-c2ccc(F)cc2)cc1NS(=O)(=O)c1ccccc1	0%	-3%	0%	2%	4.3%
CC(Oc1ccc(F)cc1)C(=O)Oc1ccc(N(C)S(=O)(=O)c2ccccc2)cc1 (stereo not given)	35%	-4%	3%	-1%	1.9%
O=C(COC(=O)CCS(=O)(=O)c1ccccc1)Nc1cc(S(=O)(=O)N2CCCCC2)ccc1Cl	35%	14%	-3%	-1%	0.5%
Cc1cc(=O)oc2cc(OCC(=O)OCC(=O)NC(=O)NC(C)C)ccc12	-1%	-2%	0%	3%	1.1%
COc1ccc(-c2[nH]nc3c2C(c2ccccc2OC(=O)N2CCOCC2)C(C#N)=C(N)O3)cc1 (stereo not given)	7%	6%	3%	3%	i

Grouped by structure: those above with bromine.
SMILES	M. tuberculosis	PhoP GFP inhibition	H1N1 NS1A inhibition	H37Rv inhibition	VEEV TC-83 Vero	others
COc1cc(C(=O)NCCOc2ccc(F)cc2)c(Br)c(OC)c1OC	12%	4%	8%	0%	0.3%
Nc1c(Br)c(=O)[nH]c(=O)n1-c1ccc(F)cc1	-2%	-2%	-9%	-4%	1.1%

The listing continues.
SMILES	M. tuberculosis	PhoP GFP inhibition	H1N1 NS1A inhibition	H37Rv inhibition	VEEV TC-83 Vero	others
CCOc1ccc(N(CC(=O)Nc2ccc(C)cc2)S(=O)(=O)c2c(C)noc2C)cc1	-6%	4%	-9%	-17%	0.5%
CN(C)c1ccc(/C=C(/NC(=O)c2ccccc2)C(=O)N/N=C/c2ccc([N+](=O)[O-])c(O)c2)cc1	15%	-10%	21%	6%	i
CC1=CC(C)(C)N(C(=O)Nc2ccccc2)c2ccccc21	8%	-3%	2%	1%	0.8%
CCc1ccc(-n2cc(-c3ccc(F)cc3)[n+]3c2SCCC3)cc1	17%	6%	1%	2%	i
COC(=O)c1onc(-c2ccccc2)c1C(=O)OC	-5%	-5%	1%	-6%	0.2%
C[C@]12CCC(=O)C=C1C=CC1C2CC[C@@]2(C)C1CC[C@@H]2O (stereo not given in full)	nt	nt	-18%	nt	1.1%
O=C(NCCCN1CCOCC1)c1cc(C(=O)C2CCCCC2)c[nH]1	11%	6%	0%	-5%	0.7%
CCN1CCN(c2cc(=O)n3ccccc3n2)CC1	1%	-8%	6%	10%	0.9%
COc1ccc(/C=N/NC(=O)c2ccccc2OC)cc1COc1ccc(C)cc1	18%	-17%	15%	-14%	1.6%
COC(=O)c1ccc(C(=O)OC)c(NC(=O)Nc2ccc3c(c2)OCO3)c1	-5%	-7%	6%	-2%	1.6%
Cc1cc(OC(=O)c2ccccc2Br)c([N+](=O)[O-])c(=O)[nH]1	-7%	nt	5%	-7%	1.1%
O=[N+]([O-])c1cc(S(=O)(=O)Nc2ccccc2)ccc1N1CCN(c2ccc(O)cc2)CC1	2%	3%	6%	27%	i
COc1ccc(C)cc1S(=O)(=O)Nc1ccccc1C	9%	-4%	-3%	13%	0.9%
C/C(=N\NC(=O)c1ccc(Cl)cc1)c1cccc(NC(=O)c2cccnc2)c1	-1%	4%	11%	1%	3.5%
Cc1nn(C(C)C(=O)Nc2ccc(Cl)cn2)c(C)c1[N+](=O)[O-] (stereo not given)	1%	0%	2%	12%	i
O=C(COC(=O)c1ccc2c(c1)C(=O)N(CCc1ccccc1)C2=O)Nc1ccc(OC(F)F)cc1	15%	2%	-4%	-3%	0.2%
CCOC(=O)CN(C(=O)CSc1nnc(CNc2ccc(F)cc2)n1C)c1ccccc1	-1%	4%	15%	-6%	i
S=C(NCCc1ccccc1)N1CCCC1	17%	6%	-15%	9%	2.1%
CC(=O)c1ccc(NC(=O)C(C)Sc2nnc(C3CC3)n2C2CC2)cc1 (stereo not given)	2%	nt	-1%	5%	1.2%
O=C(NCCc1nc2ccccc2[nH]1)/C(=C/c1ccco1)NC(=O)c1ccc(Br)cc1	6%	-12%	1%	6%	11%
O=C(c1ccc(N2CCOCC2)c([N+](=O)[O-])c1)N1CCN(S(=O)(=O)c2cccs2)CC1	18%	10%	-7%	-2%	2.0%
O=C(O)CSCC(=O)NCc1ccccc1	7%	7%	-2%	1%	0.9%
COC(=O)c1ccc(COC(=O)c2ccc(C)c(S(=O)(=O)N3CCCCC3)c2)cc1	nt	nt	6%	nt	8.3%
CCCNC(=O)c1ccc(Cl)c(Cl)c1	52%	-13%	-2%	-7%	1.4%
COc1ccc(Cl)cc1C(=O)CSc1nc(N)cc(N)n1	5%	-3%	1%	2%	4.7%

Source: PubChem (Southern Research Specialized Biocontainment Screening Center)
